GPR35 antagonists – inhibition of zaprinast-stimulated GPR35 beta-arrestin translocation – imaging, U2OS, beta-arrestin-GFP, zaprinast agonist, primary screen (AID 2058). U2OS GPR35 beta-arrestin-GFP translocation imaging, zaprinast antagonism; higher % means a stronger effect. inhibition, % at 10 µM; hits with a dose series show IC50 in µM. 0.052% of 290,000 active;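 active means inhibition of at least 50% with at least 30 cells and total cytoplasm GFP at most 10,000,000; inconclusive means under 30 cells or total GFP of 10,000,000 plus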
GPR55 antagonists – inhibition of LPI-stimulated GPR55 beta-arrestin translocation – imaging, U2OS, beta-arrestin-GFP, LPI agonist, primary screen (AID 2013); U2OS GPR55 beta-arrestin-GFP translocation imaging, LPI antagonism; higher % means a stronger effect; one-dose inhibition, % at 10 µM; IC50 in µM for titrated hits; 0.13% of 290,000 active;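 active means spots per cell inhibited over 60%, with over 100 cells counted and total cytoplasm intensity under 500,000; inconclusive means wells with under 100 cells, flagged as likely toxic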;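 further: U2OS cells stably carrying GPR55 and arrestin-GFP stimulated by 5 µM LPI near EC80; imaged beta-arrestin-GFP aggregate spots per cell after agonist stimulation; plate controls were LPI-stimulated DMSO wells for no effect and DMSO wells without LPI for full effect; some results filed as inactive read as strong as hits; confirmed hits need IC50 under 10 µM and bright autofluorescent wells are also inconclusive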
T cell HTS – modulates CD8 T cell binding to vesicles; AID 2052; 2C CD8+ T cell-vesicle binding, flow cytometry; active compounds read low; calls only at 7 µM; 0.068% of 330,000 active;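 active means response, share of CD8 T cells binding vesicles, and their 90th percentile fluorescence all below set limits, cut at about 80% in these data, passing the limit was not always enough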
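Material: 2C TCR transgenic mouse naive CD8+ T cells, MACS-purified. Also added: QL9-charged Drosophila Ld/ICAM-1/B7-1 vesicles. Timing: binding 1.5 h at 37 °C. Measured by: high-throughput flow cytometry with anti-B7-1 and anti-CD8 staining. Read-out: percent CD8+ FL2 mean versus row control. Controls: Unloaded micro-vesicles (low), QL9 vesicles with 0.7% DMSO (high).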
Hep lipid drop – modulators of hepatic lipid droplet formation; AML12 mouse hepatocytes, oleate lipid droplets, BODIPY imaging; inhibition, % at 6.5 µM; 0.4% of 240,000 active; AID 1656;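 active means lipid droplet intensity inhibited by at least 50%, with more than 500 cells counted; inconclusive means wells with under 300 cells, treated as cytotoxic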
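System: AML12 hepatocytes (mouse). Probe or stimulus: oleic acid at 100 µM to induce lipid droplet formation. Times: overnight treatment with compound plus oleate. Detection: Image-based BODIPY and DAPI two-channel analysis. Evaluation: percent inhibition of filter-corrected integrated lipid droplet intensity per well.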
SV40 large T antigen – TAg ATPase/helicase activity blockers – biochemical (AID 1903); SV40 large T antigen ATPase/helicase inhibition assay; higher % means a stronger effect; one-dose inhibition, % at 20 µM; IC50 in µM for titrated hits; 0.39% of 310,000 active; in the data active means a potency from the dose series; inconclusive means inhibition mostly from about 32% at the one dose, without a potency; inactive means the rest, 99 in 100 with inhibition below about 32%; further: strong numbers were not always called active
MgcRacGAP inhibition – MgcRacGAP GTPase-activating activity inhibitors, confirmation, biochemical, ADP Hunter fluorescence; MgcRacGAP-stimulated Rac1 GTP hydrolysis, ADP Hunter fluorescence; higher % means a stronger effect; GST-tagged Rac1 F28L mutant substrate; inhibition, % at 30 µM, or IC50 in µM where a hit was titrated; 0.6% of 340,000 active; AID 624330;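 active means first-screen hits whose inhibition reached a set limit at any dose in the follow-up dose series; inconclusive means inhibition above the set first-screen limit but never retested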;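 further: fluorescence reports GDP produced by GAP-driven GTP hydrolysis; strong numbers were not always called active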
LYP inhibition – PTPN22 lymphoid phosphatase activity blockers – biochemical, fluorescence intensity, uHTS (AID 1779); inhibition, % at 11.5 µM; hits with a dose series show IC50 in µM; recombinant LYP phosphatase, fluorescence intensity; higher % means a stronger effect; 0.054% of 290,000 active; in the data active means inhibition above about 50%;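 further: plate controls were vehicle with enzyme for no effect and no enzyme for full effect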
GPR55 beta-arrestin – GPR55 agonists via beta-arrestin recruitment, primary screen, imaging, U2OS cells, beta-arrestin-GFP redistribution (AID 1961). one-dose activation, % at 10 µM; EC50 in µM for titrated hits. U2OS GPR55 beta-arrestin-GFP redistribution imaging; higher % means a stronger effect. 0.048% of 290,000 active;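 active means activation above 40% with more than 50 cells counted in the well; inconclusive means wells holding fewer than 50 cells, flagged as toxic or sparse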;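 further: U2OS osteosarcoma cells stably expressing GPR55 and beta-arrestin-GFP; plate controls were DMSO negative control for no effect and LPI positive control for full effect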
NTR1 agonist – NTR1-driven beta-arrestin-GFP spot formation – imaging, U2OS cells, high content, primary screen (AID 493036). agonist mode. activation, % at 20 µM. 0.17% of 330,000 active;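 active means activation at or above 40% of the spot to cytoplasm intensity ratio, with at least 20 cells analyzed; inconclusive means wells under 20 cells, flagged as cytotoxic or low count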;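 further: 0% = DMSO without peptide and 100% = 100 nM NTR1 peptide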
Target sequence (P30989 whole entry, looked up): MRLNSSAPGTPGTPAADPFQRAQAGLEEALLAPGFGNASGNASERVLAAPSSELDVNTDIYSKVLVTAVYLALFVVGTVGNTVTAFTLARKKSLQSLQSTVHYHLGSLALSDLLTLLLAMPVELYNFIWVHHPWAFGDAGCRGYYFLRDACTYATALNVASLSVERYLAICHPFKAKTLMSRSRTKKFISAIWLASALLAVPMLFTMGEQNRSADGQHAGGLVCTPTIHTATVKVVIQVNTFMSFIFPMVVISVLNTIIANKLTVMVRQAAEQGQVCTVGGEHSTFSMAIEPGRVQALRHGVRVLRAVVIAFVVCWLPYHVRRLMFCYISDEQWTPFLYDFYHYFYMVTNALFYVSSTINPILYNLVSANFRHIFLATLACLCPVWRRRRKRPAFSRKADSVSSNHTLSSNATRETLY
Hep lipid drop cells 6.5 µM – further read-out of Hep lipid drop, marked with its call; cell count; measured here: cell count, cytotoxicity flag;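 cells counted across two imaged fields per well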
T cell HTS vesicle-bound % – also measured in T cell HTS; calls as there; double positive events, %; measured here: CD8+ vesicle-bound cell fraction;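 binding gate set so that unloaded-vesicle control wells show 10% double positive cells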
NTR1 agonist cell count 20 µM – further read-out of NTR1 agonist, marked with its call; cell count; measured here: cell count, cytotoxicity flag
* = called active by the depositor; i = inactive; ? = inconclusive; . = not tested or not shown.

SMILES	GPR35 antagonists	GPR55 antagonists	T cell HTS	T cell HTS vesicle-bound %	Hep lipid drop	Hep lipid drop cells 6.5 µM	SV40 large T antigen	MgcRacGAP inhibition	LYP inhibition	GPR55 beta-arrestin	NTR1 agonist	NTR1 agonist cell count 20 µM
CC(NC(=S)N1CCN(c2ccccc2)CC1)c1ccccc1 (centres undefined)	-1%	6%	i	39	16	720	6%	5%	-7%	0.3%	-0.7	54
Cc1cc(F)ccc1NCc1ccncc1	-14%	-10%	i	34	.	.	10%	4%	-1%	-0.2%	-1.4	41
CC(C)C(NS(=O)(=O)c1cccc2nsnc12)C(=O)NCc1ccc2c(c1)OCO2 (centres undefined)	0%	-6%	i	31	.	.	5%	14%	8%	-0.2%	1.5	45
COc1ccccc1N1C(=O)[C@@H]2[C@H](C1=O)[C@H](C(=O)c1ccc(OC(C)=O)cc1)N1N=CC=C[C@@H]21	-9%	1%	i	22	-11	670	12%	.	-5%	-0.1%	-0.2	41
CCCN1Cc2cccc(C(=O)N3CCN(c4ccc(F)cc4)CC3)c2C1=O	10%	2%	i	62	18	777	1%	6%	-9%	0.1%	1.4	97
CCC(C)(C)NC(=O)C(c1cccn1C)N(C(=O)Cn1nnc2ccccc21)c1ccc(OC)cc1 (centres undefined)	-2%	-23%	i	15	.	.	9%	12%	-2%	-0.3%	-0.2	38
CCCCNC(=O)c1ccc(NS(=O)(=O)c2ccc3[nH]c(=O)[nH]c3c2)cc1	-5%	8%	i	62	4	685	8%	6%	-4%	0.3%	0.5	54
COc1ccc(-c2cccc(NS(=O)(=O)c3cc([N+](=O)[O-])ccc3C)c2)nn1	.	.	i	50	.	.	25%	5%	.	.	3.5	62
O=C(Cn1cnc([N+](=O)[O-])n1)N/N=C/c1cccc2ccccc12	-4%	-5%	i	49	0	693	4%	11%	0%	-0.2%	-0.3	87
COC(=O)Cc1cc(=O)n2[nH]c(C)c(-c3ccccc3)c2n1	4%	7%	i	10	.	.	8%	20%	6%	-0.1%	-0.3	51
CCCCNC(=O)CSc1nc2cc3c(cc2c(=O)n1CCCC(=O)NCCc1ccc(OC)c(OC)c1)OCO3	17%	-6%	i	33	-2	768	9%	11%	-6%	-0.5%	0.5	81
COc1cccc(-n2c(SCC(=O)Nc3cc(C)on3)nc3ccccc3c2=O)c1	10%	1%	i	27	.	.	12%	7%	-7%	0.5%	1.0	77
COc1cc(OC)c(NC(=O)CCNC(=O)Cn2ccc3ccccc3c2=O)cc1Cl	19%	-27%	i	19	.	.	-3%	-5%	-3%	-0.1%	0.4	92
CCOc1ccc(NC(=O)CN(C)C(=O)CCNC(=O)c2ccccc2Cl)cc1OCC	.	.	i	16	.	.	11%	2%	.	.	-0.4	61
COc1ccccc1N1CCN(Cc2nc3ccsc3c(=O)[nH]2)CC1	0%	2%	i	38	.	.	6%	5%	0%	-0.1%	-1.9	44
CCn1c(C)c(C(C)=O)c(SC)nc1=S	-3%	5%	i	58	1	755	5%	7%	4%	0.2%	-1.4	47
Cc1ccc(S(=O)(=O)NC(=O)N2CCCN(Cc3ccc(F)cc3)CC2)cc1	5%	0%	i	37	-2	657	9%	2%	-4%	-0.2%	-1.2	57
O=C(NCC(c1cccnc1)N1CCOCC1)c1cccs1 (centres undefined)	-12%	-6%	i	22	16	709	6%	9%	1%	0.2%	1.6	82
COC(=O)[C@H](C)NC(=O)NCCC1=CCCCC1	9%	4%	i	9	.	.	1%	9%	-3%	0.0%	-0.1	41
COc1ccc(NC(=O)O/N=C/c2ccc(N(C)C)cc2)cc1	-12%	2%	i	55	0	847	11%	22%	-2%	-0.3%	3.0	102
O=C(OC(C(=O)NC1CCCC1)c1ccncc1)C1=Cc2ccccc2OC1 (centres undefined)	4%	8%	i	19	.	.	18%	0%	2%	-0.2%	1.4	79
O=C(O)c1cccc(NC(=S)NC(NC(=O)c2ccccc2[N+](=O)[O-])C(Cl)(Cl)Cl)c1 (centres undefined)	-16%	11%	i	56	3	707	10%	6%	-5%	1.3%	-0.7	67
CN(Cc1ccccc1)C(=O)c1cn(C)c2ccc(S(=O)(=O)N3CCCC3)cc2c1=O	11%	-18%	i	6	9	756	-7%	-32%	-9%	-0.1%	0.5	66
CCCOc1cccc(C(=O)N(Cc2ccccc2)C2CCS(=O)(=O)C2)c1 (centres undefined)	-6%	5%	i	22	-5	801	2%	9%	-10%	-0.2%	-0.2	77
CSc1ccc(CCNS(=O)(=O)c2ccc3c(c2)C(C)(C)C(=O)N3C)cc1	-1%	-5%	i	38	13	711	11%	5%	-6%	0.3%	-0.7	44
C[N+](C)(C)CCCC(=O)c1ccc2c(c1)OCO2	11%	13%	i	52	.	.	4%	9%	-3%	-0.1%	-1.0	44
COc1ccc(C(=O)/C=C/c2cc(OC)c(O)c(OC)c2)c(F)c1	-4%	5%	i	39	-1	622	27%	?	-5%	0.1%	0.4	51
CN1C/C(=C/c2cccnc2)C(=O)/C(=C/c2cccnc2)C1	2%	37%	i	30	-40	534	1%	2%	-7%	0.5%	.	.
O=C(CN1CCc2ccccc2C1)Nc1ccccc1Cl	12%	-16%	i	42	-8	788	2%	9%	-13%	-0.2%	0.4	67
CCOC(=O)c1c(-c2ccccc2)csc1N1C(=O)Nc2ccccc2N1O	3%	14%	i	53	12	761	14%	9%	-1%	0.8%	-0.5	77
CC(C)(C)n1cnc2cc(NCc3ccc(Br)cc3)ccc21	-23%	12%	i	29	-3	832	11%	11%	-9%	-0.2%	5.0	89
CC(=O)N1CCOc2ccc(S(=O)(=O)Nc3cccc(C)c3)cc21	-2%	-4%	i	19	-10	743	0%	-2%	-14%	-0.1%	-0.8	60
Cc1ccc(NC(=O)C2CCCN2C(=O)Oc2ccccc2)cc1 (centres undefined)	-7%	7%	i	32	9	815	1%	5%	-3%	-0.1%	0.9	62
COc1ccc(NC2CCCN(C(=O)CCN3CCCO3)C2)cc1 (centres undefined)	6%	11%	i	16	-6	715	23%	129µM*	-9%	-0.1%	-0.9	59
CC(=O)Nc1cc2nn(-c3ccccc3)nc2cc1Cl	4%	14%	i	26	6	797	2%	7%	-7%	-0.1%	-2.0	54
O=S1CCCSC1c1cccnc1 (centres undefined)	-4%	5%	i	44	17	673	2%	1%	-2%	0.1%	0.4	64
Cc1ccc(S(=O)(=O)CC(=O)c2cc(C)c(O)c(C)c2)cc1	5%	15%	i	47	-11	674	11%	8%	-7%	0.1%	2.0	72
O=C(CSc1ccccc1C(=O)O)NCC1CCCCC1	6%	14%	i	58	-17	658	12%	4%	-9%	-0.5%	-1.5	56
O=C(CSc1nnc(CNC(=O)C23CC4CC(CC(C4)C2)C3)n1-c1ccc(F)cc1)Nc1ccccc1	8%	13%	i	47	1	577	20%	7%	5%	0.2%	1.9	57
CCN(CCO)c1ncnc2onc(-c3ccc(F)cc3)c12	18%	3%	i	36	.	.	2%	14%	-9%	0.4%	0.9	78
Cc1ccc(S(=O)(=O)N/N=C/c2c(C)nn(-c3ccccc3)c2C)cc1	20%	-5%	i	13	5	839	-1%	10%	-4%	-0.1%	0.1	41
CCOc1cc(C=O)ccc1OS(=O)(=O)c1ccc(NC(C)=O)cc1	-10%	3%	i	23	-5	675	10%	9%	-7%	0.3%	0.2	98
COc1ccc(N(CC(=O)Nc2ccc(C)c(F)c2)S(=O)(=O)c2c(C)noc2C)cc1	8%	16%	i	13	14	715	1%	4%	-4%	-0.1%	2.9	71
O=C(NCC1OCCc2ccccc21)c1cc(COc2ccc(F)cc2Cl)on1 (centres undefined)	-1%	3%	i	58	-2	506	-4%	8%	-2%	-0.3%	-1.0	55
O=S(=O)(Nc1cccc(S(=O)(=O)N2CCCCCC2)c1)c1ccccc1	3%	9%	i	41	5	718	24%	2%	-5%	0.5%	-0.7	93
COc1ccc(/C=C2\SC(=O)N(CCc3nnc(N)s3)C2=O)cc1	-10%	5%	i	35	-23	740	12%	4%	-1%	0.3%	2.2	53
Cc1onc(-c2ccccc2)c1NC(=O)N(CCC#N)Cc1ccccc1	-15%	-1%	i	10	-7	716	3%	.	-6%	-0.4%	0.7	52
CCCCOc1ccc(OCCNC(=O)c2ccco2)cc1	23%	-4%	i	10	-14	777	12%	0%	-4%	0.8%	-0.5	45
Cn1nc(CC(=O)Nc2ccc3c(c2)CCC3)c2ccccc2c1=O	-5%	2%	.	.	.	.	0%	2%	-1%	0.2%	-0.7	82
CC(OC(=O)c1ccc(S(=O)(=O)NCc2ccco2)cc1)C(=O)Nc1ccc(Cl)cn1 (centres undefined)	4%	-32%	i	42	9	702	10%	0%	-2%	0.2%	-0.3	37
CSc1nnc(NC(=O)C2CCCCC2)s1	-8%	6%	i	55	4	676	-6%	5%	0%	-0.1%	0.1	40
O=C(N/N=C/c1cccs1)c1ccc2ccccc2c1	-13%	1%	i	2	1	862	28%	10%	-2%	-0.1%	-0.9	52
CC(C)C[C@H](NC(=O)c1[nH]cnc1C(=O)N[C@@H](C)c1ccccc1)C(=O)OC(C)(C)C	-6%	6%	i	36	-24	705	2%	7%	12%	0.3%	30	86
CC[C@H](C)NC(=O)CCCCCn1c(=S)[nH]c2c([nH]c3ccc(OC)cc32)c1=O	-9%	2%	i	20	6	682	12%	3%	-9%	0.3%	-1.3	36

Complete entries, quoted from the list. Screens in order: GPR35 antagonists, GPR55 antagonists, T cell HTS, T cell HTS vesicle-bound %, Hep lipid drop, Hep lipid drop cells 6.5 µM, SV40 large T antigen, MgcRacGAP inhibition, LYP inhibition, GPR55 beta-arrestin, NTR1 agonist, NTR1 agonist cell count 20 µM
Cc1onc(-c2ccccc2)c1NC(=O)N(CCC#N)Cc1ccccc1 is entered as -15%, -1%, i, 10, -7, 716, 3%, ., -6%, -0.4%, 0.7, 52
CC(OC(=O)c1ccc(S(=O)(=O)NCc2ccco2)cc1)C(=O)Nc1ccc(Cl)cn1 (centres undefined) is entered as 4%, -32%, i, 42, 9, 702, 10%, 0%, -2%, 0.2%, -0.3, 37

Screening data: PubChem, several laboratories
